# Bioassay records from PubChem BioAssay.
# TcdB GH inh: TcdB glycohydrolase inhibitors, primary screen, biochemical, single point, plate reader; Toxin B (Clostridioides difficile), P18177; TcdB glycohydrolase enzymatic assay; inhibition, % at 9.99 µM; hit rate 0.24% among 350,000; in the data active = inhibition above about 10%
# Active calls of the source: *.
SMILES,TcdB GH inh
C[C@@H]1CN([C@@H](C)CO)S(=O)(=O)c2ccc(-c3cccc(C(=O)N(C)C)c3)cc2O[C@H]1CN(C)C(=O)Nc1ccc(F)cc1,0.5
COc1cccc(-c2cccc(-c3nc(C(=O)NCc4ccc(Oc5ccccc5)cc4)cc4c3[C@@H](CCO)N(S(=O)C(C)(C)C)C4)c2)c1 (stereo not given in full),-0.7
CN1CCCCN2[C@H](C1)[C@H](c1ccc(C#Cc3ccccc3F)cc1)[C@@H]2CO,0.2
C[C@H]1CN([C@@H](C)CO)C(=O)Cc2cc(NC(=O)NC3CCCCC3)ccc2O[C@@H]1CN(C)Cc1ccccc1,-0.7
C[C@@H]1CN([C@@H](C)CO)C(=O)c2cccc(NC(=O)c3ccc(-c4nccs4)cc3)c2O[C@H]1CN(C)Cc1ccccc1,-1.5
C[C@@H]1CN([C@@H](C)CO)C(=O)c2c(c3ccccc3n2C)-c2ccccc2CO[C@H]1CN(C)C(=O)[C@@H]1CCCN1C,0.0
CCCNC(=O)N(C)C[C@@H]1Oc2ncc(C#CC3(O)CCCC3)cc2C(=O)N([C@H](C)CO)C[C@@H]1C,-5.5
C[C@@H]1CCCCO[C@H](CN(C)Cc2ccc(Cl)c(Cl)c2)[C@@H](C)CN([C@H](C)CO)C(=O)c2cc(NC(=O)CCC(F)(F)F)ccc2O1,-0.5
CCC(=O)Nc1ccc2c(c1)OC[C@H](C)N(Cc1ccccc1)C[C@H](C)[C@H](OC)CN(C)C2=O,0.1
CC(C)CC#Cc1ccc2c(c1)O[C@@H](CN(C)S(C)(=O)=O)[C@H](C)CN([C@@H](C)CO)S2(=O)=O,0.5
C[C@@H]1CN([C@H](C)CO)C(=O)c2cc(NC(=O)Nc3ccc(F)cc3)ccc2O[C@H]1CN(C)C(=O)Nc1ccc2c(c1)OCO2,1.0
C[C@H]1CN([C@@H](C)CO)C(=O)c2cccc(NC(=O)C3CCOCC3)c2O[C@@H]1CN(C)C(=O)Nc1ccc(C(F)(F)F)cc1,0.5
CC(C)NC(=O)Nc1cccc2c1O[C@@H](CN(C)Cc1ccc(C(=O)O)cc1)[C@@H](C)CN([C@@H](C)CO)C2=O,-0.6
CC(C)NC(=O)N(C)C[C@@H]1Oc2ccc(NC(=O)CCC(F)(F)F)cc2CC(=O)N([C@H](C)CO)C[C@H]1C,-0.5
CCOC(=O)N(C)C[C@@H]1OCc2ccccc2-c2ccccc2C(=O)N([C@H](C)CO)C[C@@H]1C,0.9
Cc1noc(C)c1S(=O)(=O)Nc1ccc2c(c1)C(=O)N([C@@H](C)CO)C[C@H](C)[C@H](CN(C)C(=O)Nc1ccc(C(F)(F)F)cc1)O2,8.4
C[C@H]1CN([C@@H](C)CO)C(=O)CCCn2cc(nn2)CO[C@H]1CN(C)S(=O)(=O)c1ccc(F)cc1,-1.7
Cc1ccc(S(=O)(=O)NCC[C@H]2CC[C@H](NC(=O)c3ccccn3)[C@@H](CO)O2)cc1,-1.2
C[C@H]1CN([C@@H](C)CO)C(=O)c2cc(C#CC3CC3)cnc2O[C@H]1CN(C)C,1.1
O=C1CN(Cc2ccc(F)cc2)C[C@@H]2[C@@H](c3ccc(-c4cccnc4)cc3)[C@@H](CO)N12,-0.8
C[C@H]1CN([C@@H](C)CO)C(=O)c2cc(NS(C)(=O)=O)ccc2O[C@@H]1CN(C)Cc1ccc(Oc2ccccc2)cc1,-0.4
O=C(NCc1ccccc1)[C@@H]1[C@@H](CO)[C@@H]2Cn3c(cccc3=O)[C@@H]2N1Cc1ccccc1F,-0.5
COc1ccc(NC(=O)Nc2ccc3c(c2)C(=O)N([C@H](C)CO)C[C@@H](C)[C@@H](CN(C)C(=O)NC2CCCCC2)OCCCC[C@H](C)O3)cc1,0.6
CO[C@H](CN(C)Cc1nccs1)[C@@H](C)CN([C@H](C)CO)S(=O)(=O)c1ccc(F)cc1,0.2
COc1cccc(NC(=O)N(C)C[C@@H]2Oc3ncc(C#Cc4ccncc4)cc3C(=O)N([C@@H](C)CO)C[C@H]2C)c1,-0.3
COC(=O)[C@H]1[C@H](CO)[C@H]2Cn3c(ccc(-c4cccc(F)c4)c3=O)[C@H]2N1CC1CCCC1,0.5
CCCNC(=O)N1CC2(C1)[C@H](c1ccccc1)[C@H](CO)N2C(=O)CC1CC1,0.6
CC(=O)N(C)C[C@@H]1OCc2ccccc2-c2ccccc2C(=O)N([C@H](C)CO)C[C@H]1C,-0.2
CC=Cc1ccc2n(c1=O)C[C@@H]1[C@@H](CO)[C@H](C(=O)NCC3CC3)[C@H]2N1C(=O)CC (mixture of isomers),1.2
COc1ccccc1-c1ccc2n(c1=O)C[C@@H]1[C@@H](CO)[C@H](C(=O)N3CCCCC3)[C@H]2N1CC1CC1,-0.4
COc1ccccc1NC(=O)N1C[C@H]2[C@@H](c3ccccc31)[C@H](CO)N2Cc1ccc2c(c1)OCO2,-0.5
C[C@@H]1CCCCO[C@@H](CN(C)C(=O)Nc2ccc(F)cc2)[C@H](C)CN([C@H](C)CO)C(=O)c2cc(NC(=O)CCCN(C)C)ccc2O1,0.9
CN1CCN(C(=O)C[C@@H]2CC[C@@H]3[C@H](COC[C@@H](O)CN3CC3CC3)O2)CC1,-1.2
Cc1noc(C)c1S(=O)(=O)Nc1ccc2c(c1)C(=O)N([C@@H](C)CO)C[C@H](C)[C@H](CN(C)C)OCCCC[C@@H](C)O2,-1.9
C[C@@H]1CN([C@H](C)CO)C(=O)c2cc(NS(=O)(=O)c3cccs3)ccc2O[C@@H]1CN(C)S(=O)(=O)c1ccc(F)cc1,-1.1
C[C@H](CO)N1C[C@H](C)[C@@H](CN(C)C)Oc2ccc(NC(=O)CCCCCC(=O)Nc3ccccc3N)cc2C1=O,-1.4
Cc1ccccc1-c1cnc2c(c1)C(=O)N([C@H](C)CO)C[C@@H](C)[C@H](CN(C)C(=O)c1cccnc1)O2,1.3
C[C@H](CO)N1C[C@H](C)[C@H](CN(C)CC2CCCCC2)Oc2c(NC(=O)c3nc4ccccc4s3)cccc2C1=O,0.2
O=C(C[C@H]1C=C[C@@H](NC(=O)C2CCOCC2)[C@@H](CO)O1)NCc1ccccc1Cl,-0.5
CC(=O)N(C)C[C@@H]1Oc2ncc(-c3ccc(C#N)cc3)cc2C(=O)N([C@H](C)CO)C[C@@H]1C,-0.3
O=C(O)C[C@@H]1C[C@H]2c3cc(NS(=O)(=O)c4ccccc4)ccc3O[C@H]2[C@H](CO)O1,-0.1
C[C@@H]1CN([C@H](C)CO)C(=O)c2cccc(NC(=O)Nc3cccc4ccccc34)c2O[C@@H]1CN(C)Cc1ccc(Cl)c(Cl)c1,-0.3
COc1ccc(NC(=O)N2C[C@H](O)COC[C@H]3O[C@H](CC(=O)N4CCOCC4)CC[C@@H]32)cc1,0.2
C[C@H](O)C#Cc1ccc2c(c1)O[C@@H](CN(C)Cc1ccncc1)[C@@H](C)CN([C@@H](C)CO)S2(=O)=O,1.0
C[C@@H]1CN([C@@H](C)CO)C(=O)c2cc(NS(=O)(=O)c3ccccc3)ccc2O[C@H]1CN(C)Cc1ccc2c(c1)OCO2,0.4
Cc1noc(C)c1S(=O)(=O)N(C)C[C@H]1OCCCC[C@@H](C)Oc2ccc(NC(=O)Nc3ccc(F)cc3)cc2C(=O)N([C@H](C)CO)C[C@@H]1C,0.3
COc1ccccc1CN1[C@@H]2CN(C(=O)c3cccnc3)c3ccccc3[C@@H]2[C@@H]1CO,-0.9
C[C@H]1CN([C@@H](C)CO)C(=O)c2cc(-c3cccc(F)c3)cnc2O[C@@H]1CN(C)Cc1cccnc1,-1.0
C[C@H](CO)N1C[C@H](C)[C@@H](CN(C)C)OCCCC[C@H](C)Oc2ccc(NC(=O)Nc3ccc(C(F)(F)F)cc3)cc2C1=O,-4.8
C[C@H]1CN([C@@H](C)CO)C(=O)c2c(c3ccccc3n2C)-c2ccccc2CO[C@H]1CN(C)Cc1ccc(F)cc1,-19
CC(C)NC(=O)N(C)C[C@H]1Oc2ccc(NC(=O)CCN3CCOCC3)cc2CC(=O)N([C@@H](C)CO)C[C@H]1C,-0.2
COc1cccc(-c2cnc3c(c2)C(=O)N([C@H](C)CO)C[C@@H](C)[C@@H](CN(C)Cc2ccccc2)O3)c1,-1.5
O=C(C1CC1)N1CCCCN2[C@H](CO)[C@@H](c3ccc(C#CC4CC4)cc3)[C@@H]2C1,0.3
COc1ccc(NC(=O)Nc2ccc3c(c2)C(=O)N([C@H](C)CO)C[C@H](C)[C@H](CN(C)C(=O)Nc2cccc4ccccc24)O3)cc1,0.4
COc1cccc(-c2ccc3c(c2)O[C@H](CN(C)C(=O)c2ccccc2F)[C@@H](C)CN([C@H](C)CO)S3(=O)=O)c1,-1.6
CO[C@H]1CN(C)C(=O)c2cc(NC(=O)C3CCCC3)ccc2OC[C@H](C)N(CC2CC2)C[C@@H]1C,0.8
C[C@@H]1CN([C@H](C)CO)C(=O)c2cc(NS(=O)(=O)c3cccs3)ccc2O[C@H]1CN(C)C,-0.2
CC(C)CC#Cc1cnc2c(c1)C(=O)N([C@@H](C)CO)C[C@@H](C)[C@@H](CN(C)C(=O)C1CCCCC1)O2,2.0
COc1ccc(NC(=O)N[C@H]2CC[C@H](CC(=O)NCc3ccccn3)O[C@H]2CO)cc1,-0.3
O=C(Cc1ccncc1)NCC[C@H]1CC[C@@H](NC(=O)C2CCOCC2)[C@@H](CO)O1,-0.5

# A run of entries from further up:
SMILES,TcdB GH inh
COc1ccc(NC(=O)N2C[C@H](O)COC[C@H]3O[C@H](CC(=O)N4CCOCC4)CC[C@@H]32)cc1,0.2
C[C@H](O)C#Cc1ccc2c(c1)O[C@@H](CN(C)Cc1ccncc1)[C@@H](C)CN([C@@H](C)CO)S2(=O)=O,1.0
C[C@@H]1CN([C@@H](C)CO)C(=O)c2cc(NS(=O)(=O)c3ccccc3)ccc2O[C@H]1CN(C)Cc1ccc2c(c1)OCO2,0.4
Cc1noc(C)c1S(=O)(=O)N(C)C[C@H]1OCCCC[C@@H](C)Oc2ccc(NC(=O)Nc3ccc(F)cc3)cc2C(=O)N([C@H](C)CO)C[C@@H]1C,0.3
COc1ccccc1CN1[C@@H]2CN(C(=O)c3cccnc3)c3ccccc3[C@@H]2[C@@H]1CO,-0.9
C[C@H]1CN([C@@H](C)CO)C(=O)c2cc(-c3cccc(F)c3)cnc2O[C@@H]1CN(C)Cc1cccnc1,-1.0

# (listing goes on)
SMILES,TcdB GH inh
O=C(Nc1cccc(F)c1)N1CC(=O)N2[C@H](CO)[C@@H](c3ccc(C#CCC4CCCC4)cc3)[C@H]2C1,-3.6
C[C@@H]1CN([C@@H](C)CO)C(=O)Cc2cc(NC(=O)Nc3ccccc3)ccc2O[C@H]1CN(C)S(=O)(=O)c1ccc(F)cc1,0.8
CCCC#Cc1ccc([C@H]2[C@H]3CN(S(=O)(=O)c4ccccc4C)CCCCN3[C@H]2CO)cc1,0.8
C[C@@H]1CN([C@@H](C)CO)C(=O)c2cccc(NS(=O)(=O)c3cccs3)c2O[C@@H]1CN(C)Cc1ccc(Cl)c(Cl)c1,1.5
O=C(NCCc1ccccc1)[C@H]1[C@H](CO)[C@H]2Cn3c(cccc3=O)[C@@H]1N2CC1CC1,-2.0
O=C(c1cnccn1)N1CC[C@@H]2[C@H]1c1cc(-c3cccc(F)c3)ccc1N[C@@H]2CO,0.4
COc1ccc(NC(=O)N(C)C[C@@H]2Oc3ccc(NC(=O)C4CC4)cc3C(=O)N([C@@H](C)CO)C[C@H]2C)cc1,3.1
C[C@@H]1CN([C@H](C)CO)C(=O)c2cc(NC(=O)c3ccncc3)ccc2O[C@@H](C)CCCCO[C@H]1CN(C)C(=O)Nc1ccc(F)cc1,-3.2
C[C@H](CO)N1C[C@H](C)[C@H](CN(C)CC2CC2)Oc2cc(Br)ccc2S1(=O)=O,0.7
C[C@@H]1CN([C@@H](C)CO)S(=O)(=O)c2ccc(C#Cc3ccncc3)cc2O[C@H]1CN(C)C(=O)C1CCC1,0.7
CCN1[C@H](C(=O)N(C)C)[C@@H](CO)[C@@H]2Cn3c(ccc(/C=C/c4ccccc4)c3=O)[C@@H]21,0.5
CCN1[C@H](C(=O)NC2CCC2)[C@@H](CO)[C@@H]2Cn3c(ccc(-c4ccccc4F)c3=O)[C@@H]21,-0.2
O=C(C[C@@H]1CC[C@@H]2[C@H](COC[C@H](O)CN2C(=O)c2cnccn2)O1)NCc1ccccc1,1.3
CN(C)C(=O)c1ccc(-c2ccc([C@@H]3[C@@H](CO)N4CCCCN(C(=O)C5CCC5)C[C@@H]34)cc2)cc1,-0.1
COc1ccc(NC(=O)Nc2ccc3c(c2)C(=O)N([C@@H](C)CO)C[C@@H](C)[C@H](CN(C)C(=O)CCCN(C)C)OCCCC[C@@H](C)O3)cc1,0.0
CCCNC(=O)C[C@@H]1CC[C@H]2[C@@H](COc3ccc(NC(=O)CC)cc3C(=O)N2C)O1,-0.9
O=S(=O)(c1cccc(F)c1)N1CCN(Cc2ccc(OCCO)cc2)CC1,0.0
COC(=O)C[C@@H]1C[C@H]2c3cc(N(C)C)ccc3O[C@H]2[C@@H](CO)O1,-52
C[C@@H]1CN([C@H](C)CO)C(=O)c2cc(NC(=O)CCN3CCOCC3)ccc2O[C@H]1CN(C)Cc1ccc(C(=O)O)cc1,-0.6
COc1ccc(CN(C)C[C@@H]2OCCCC[C@@H](C)Oc3ccc(NC(=O)CCCN(C)C)cc3C(=O)N([C@@H](C)CO)C[C@@H]2C)cc1,0.0
CN1C(=O)c2cc(NC(=O)C3CC3)ccc2OC[C@H]2O[C@@H](CC(=O)Nc3ccccc3F)CC[C@@H]21,-0.5

# This is a subset (hit frequency here may not be typical).
